# D2 PAM = positive allosteric modulators of human D2 dopamine receptor; P14416; HEK293 T-REx D2, calcium flux, EC20 dopamine potentiation; potentiation, % at 10 µM; 0.34% of 340,000 active; AID 485347;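 active means potentiation over 3 SD above the plate norm, cut at about 30% in these data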; further: 0% is about no effect
#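 Calcium flux readout, no-wash dye, 1 read/s. Inducible HEK293 Trex D2 line, overnight 30 C. Compound alone 180 s (agonist flags), then EC20 dopamine, another 180 s to score potentiation.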
# RXFP1 antag = antagonists of human relaxin receptor RXFP1 | HEK293-RXFP1, relaxin-stimulated cAMP HTRF, 30 min; hits give low values | activity change, negative = inhibition, % at 57.5 µM | 0.59% of 350,000 active | AID 1259400;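 active means activity change of -60% or lower, but not beyond a set lower limit; inconclusive means change between -60% and -40%, or beyond the set limit; inactive means change above -40%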; further: on the % scale 0 is the no-effect control and ±100 the full control effect
# Target sequence (Q9HBX9 whole entry, looked up): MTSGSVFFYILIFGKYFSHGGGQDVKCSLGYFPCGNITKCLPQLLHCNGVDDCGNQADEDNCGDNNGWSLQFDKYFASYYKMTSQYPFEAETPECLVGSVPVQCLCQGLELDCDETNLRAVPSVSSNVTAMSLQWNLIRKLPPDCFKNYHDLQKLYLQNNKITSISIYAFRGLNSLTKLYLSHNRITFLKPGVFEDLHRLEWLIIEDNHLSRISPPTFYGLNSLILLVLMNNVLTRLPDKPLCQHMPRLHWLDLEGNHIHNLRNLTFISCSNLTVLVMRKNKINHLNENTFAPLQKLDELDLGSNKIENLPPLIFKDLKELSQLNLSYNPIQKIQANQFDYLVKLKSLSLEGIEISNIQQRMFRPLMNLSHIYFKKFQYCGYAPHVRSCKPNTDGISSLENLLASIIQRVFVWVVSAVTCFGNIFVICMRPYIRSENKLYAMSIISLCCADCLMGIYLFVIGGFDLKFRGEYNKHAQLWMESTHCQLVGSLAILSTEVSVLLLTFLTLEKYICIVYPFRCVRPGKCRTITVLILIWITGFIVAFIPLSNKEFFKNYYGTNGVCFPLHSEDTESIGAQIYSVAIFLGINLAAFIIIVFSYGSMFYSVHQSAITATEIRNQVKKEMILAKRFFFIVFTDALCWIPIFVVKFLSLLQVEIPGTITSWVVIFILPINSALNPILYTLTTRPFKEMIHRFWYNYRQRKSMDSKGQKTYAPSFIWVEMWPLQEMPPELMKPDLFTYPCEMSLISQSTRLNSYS
# D2 antagonist = antagonists of human D2 dopamine receptor | HEK293 TREx D2 cells, calcium flux, dopamine EC80 | inhibition, % at 10 µM | 2% of 340,000 active | AID 485344; in the data active means inhibition above about 30%; further: 0% is about no effect
#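 Calcium flux kinetic readout in an inducible HEK293 TREx D2 line plated overnight at 30 C. After 180 s compound exposure, an EC80 dopamine challenge follows with another 180 s kinetic read to detect antagonism.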
# TRHR PAM = allosterically enhances the human TRH receptor. TRHR cells, fluo-8 calcium fluorescence, EC20 TRH enhancement. enhancement, % at 2 µM. AID 493056. 0.66% of 360,000 active; in the data active means enhancement above about 30%; further: 0% is about no effect
#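 Enhancer read-out: after compound pinning and an initial kinetic agonist-mode read, an EC20 of TRH (10 nM final) was injected and fluo-8 calcium signal (Ex 480/Em 530) followed at 1 s/cycle for 100 cycles in TRHR-expressing cells.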
# D1 agonist = agonists of human D1 dopamine receptor | 1% of 360,000 active | HEK293 T-REx D1 cells, calcium flux, agonist mode | activation, % at 2 µM | AID 504660; in the data active means activation above about 30%; further: 0% is about no effect
#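 Inducible HEK293 T-REx D1 cells, force-coupled to calcium signalling, were plated at 4000 cells/well with tetracycline and held overnight at 30 C. After no-wash calcium dye loading, compound-evoked calcium rise over 180 s flagged agonists.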
# RXFP1 agonist = activates the human relaxin receptor RXFP1; 0.3% of 370,000 active; Q9HBX9; Potency, µM (highest dose often 57.5 µM), inactives show at the highest dose activation, hits mostly activators; AID 2676; HEK293T-RXFP1 cAMP TR-FRET, 30 min; response scale: percent of porcine relaxin response, buffer zero; active means well fitted activation curve with a large enough effect; inconclusive means small, poorly fitted or top-dose-only effect; further: potency means the concentration at half of the fitted maximal effect; on the % scale 0 is the no-effect control and ±100 the full control effect; nearly all actives have a fitted effect of over 60% in size; many of its hits are not listed in these tables
#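 cAMP rise read by TR-FRET after 30 min, 37C compound exposure (up to 58 uM) in RXFP1-transfected HEK293 cells with Ro 20174 present. EC50 from Hill-equation fits, with 29 nM porcine relaxin as 100% and buffer as basal.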
# D1 antag = human D1 dopamine receptor antagonism. P21728. HEK293 TREx D1 cells, calcium flux, dopamine EC80; hits give low values. activity change, negative = inhibition, % at 10 µM. 3.2% of 360,000 active. AID 504652; in the data active means activity change below about -30%; further: on the % scale 0 is the no-effect control and ±100 the full control effect
#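 Allosteric or orthosteric antagonism assessed as attenuation of the calcium response to EC80 dopamine, added 180 s after compound, in induced HEK293 Trex D1 cells loaded with no-wash calcium dye.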
# D1 potentiator = human D1 dopamine receptor positive modulation; potentiation, % at 10 µM; P21728; HEK293 TREx D1 cells, calcium flux, dopamine EC20 potentiation; 0.036% of 360,000 active; in the data active means potentiation above about 30%; further: 0% is about no effect
# D2 ag = activates the human D2 dopamine receptor; AID 485358; 0.53% of 340,000 active; activation, % at 2 µM; HEK293 T-REx D2 cells, calcium flux agonist mode; P14416;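 active means activation over 3 SD above normal in the single-dose calcium agonist read, cut at about 30% in these data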; further: 0% is about no effect
#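 Tetracycline-induced HEK293 T-REx cells with force-coupled D2 receptor, plated overnight at 30 C, loaded with no-wash calcium dye. After a 10 s baseline, compound was pin-added and calcium flux read kinetically for 180 s; calcium rises flagged agonists.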
# * = called active by the depositor; ? = inconclusive; / = no result given. Only part of the results is shown; the hit share may differ from the screen's.
# Order of results – D2 PAM	RXFP1 antag	D2 antagonist	TRHR PAM	D1 agonist	RXFP1 agonist	D1 antag	D1 potentiator	D2 ag
CCOC(=O)N1CCN(CCC(=O)Nc2cc(C)ccc2OC)CC1
  12	-20	9	-12	1	-0.8%	16	2	0.3
CCOC(=O)c1ccc(NC(=O)C(C)N2C(=O)c3ccccc3C2=O)cc1 (stereo not drawn)
  -19	5	-4	8	3	-0.2%	-7	-2	-0.1
CCOc1cccc(/C(O)=C2/C(=O)C(=O)N(CCOC)C2c2ccncc2)c1 (stereo not drawn)
  -2	9	-6	5	2	6.2%	23	0	0.4
COc1cc(CCC(=O)N2CCN(S(=O)(=O)c3ccc(C)c(C)c3)CC2)cc(OC)c1OC
  0	3	-19	3	0	-0.7%	7	2	0.2
CC1(C)OC(=O)N(CC(=O)Nc2ccccc2)C1(C)O (stereo not drawn)
  -4	-6	27	-6	5	4.9%	-15	-11	7.5
COc1c(C(O)CC(C)C)ccc2c1C(=O)OCc1cc(C)cc(O)c1O2 (stereo not drawn)
  15	/	-6	10	7	-0.2%	3	2	0.2
CC1=NN(C(N)=S)C(=O)C1N=Nc1ccc(Br)cc1 (stereo not drawn)
  6	-14	-4	1	3	-1.5%	-6	-3	/
COc1cc(-c2c(-c3ccc4c(c3)OCO4)noc2C)ccc1F
  5	/	/	-11	11	-2.1%	-23	1	/
Cc1cccc(NC(=O)NNC(=O)c2cc3ccccc3cc2O)c1C
  -19	-66*	-6	-7	22	-2.3%	-5	-2	1.7
Cn1c(/C(C#N)=C/c2cccc(O)c2)nc2ccccc21
  4	0	4	11	2	3.5%	11	14	-0.6
CC(C)[C@@H](NC(=O)C1CCN(C(=O)[C@@H]2CCCN2C(=O)OC(C)(C)C)CC1)C(=O)NCc1ccc(F)cc1
  0	/	0	10	2	0.1%	6	-1	-0.4
CC1=CC(C)(C)NC(=S)N1c1cc(C)cc(C)c1
  2	-17	1	0	-3	-1.5%	-51*	3	-0.5
CC(=O)N1CCN(c2ccccc2NC(=O)c2ccc(C#N)cc2F)CC1
  4	-12	-4	1	0	3.0%	-5	-9	0.3
Cc1sc2ncnc(N3CCC(C(=O)Nc4ccccc4C(C)(C)C)CC3)c2c1C
  /	-11	/	-1	4	7.6%	9	6	/
COc1ccc(C(=O)NC(=S)Nc2ccc(S(N)(=O)=O)cc2)cc1
  5	0	-3	0	12	-1.9%	-6	-1	-0.1
CN(C)CCCN(Cc1cc2cc3c(cc2[nH]c1=O)OCO3)C(=S)NCc1ccco1
  -3	19	-16	3	2	-1.1%	-1	-1	-0.3
COC(=O)C1=C(C)N(Cc2ccco2)C(=O)C1
  -4	0	3	3	1	-0.3%	8	10	-0.2
O=C(C1CCCCN1S(=O)(=O)c1ccc(F)cc1)N1CCN(c2ccccc2F)CC1 (stereo not drawn)
  4	-2	10	1	0	0.5%	13	-10	2.7
Cc1nc(SCc2ccccc2)n[nH]1
  7	15	-20	-2	3	0.5%	4	-5	-2.6
Cc1sc(NC(=O)CSc2nnc(COc3ccccc3)n2C)c(C#N)c1C
  -10	-1	-2	-3	-3	1.7%	-15	4	-0.6
COc1ccc(NC(=O)C(=O)c2cn(CC(=O)N3CCCC3)c3ccccc23)cc1
  0	9	-8	-1	1	3.5%	0	-2	-3.4
Cn1c(SCC(=O)c2ccccc2)nnc1-c1ccccn1
  7	2	-3	0	0	0.7%	-12	-1	-0.4
COc1cccc(CN(C(=O)Cn2nnc(-c3ccccc3F)n2)C(C(=O)NC(C)(C)C)c2ccncc2)c1 (stereo not drawn)
  13	-21	-2	1	0	1.2%	-5	-1	0.8
CCNc1ccc(-c2nc(-c3ccco3)no2)cc1[N+](=O)[O-]
  -14	/	/	-13	3	4.5%	1	0	1.4
COc1ccc(-c2cc(CNC(=O)CCl)on2)cc1
  /	1	/	1	1	-0.3%	-9	-3	/
CC(C)CN(C(=O)c1ccc(N2CCCC2=O)cc1)C1CCS(=O)(=O)C1 (stereo not drawn)
  6	1	13	-4	1	0.0%	13	-1	0.1
COc1ccc2c(c1)nc(SCC(=O)c1cccs1)n2C
  -2	21	-5	-9	0	2.3%	-36*	-4	-0.4
O=C(OCc1nnc(-c2ccccc2)o1)c1cc(Cl)ccc1[N+](=O)[O-]
  4	0	8	-5	5	2.0%	7	-1	8.8
CCN(CC)C(=O)c1ccc(NS(=O)(=O)c2ccccc2)cc1
  -3	-14	5	-7	4	0.0%	5	3	-0.4
COC(=O)c1ccc(NC(=S)NC2CCCCC2C)cc1 (stereo not drawn)
  -9	-16	0	-5	23	0.0%	-14	-5	1.7
O=C1CCCC2=C1C(c1cccs1)n1nc(SCc3ccc(C(=O)O)cc3)nc1N2 (stereo not drawn)
  2	0	7	-8	2	1.2%	7	-1	-0.3
O=[N+]([O-])c1cc2cccnc2c2ncccc12
  -8	-1	4	-3	0	2.9%	-1	2	0.8
CC1CCCN(c2nc3c(S(=O)(=O)c4ccc(C(C)C)cc4)nnn3c3ccsc23)C1 (stereo not drawn)
  -1	-18	/	-6	2	?	-11	-3	-2.2
Cc1cc(C)cc(NC(=O)COC(=O)c2ccc(CN3CCCC3=O)cc2)c1
  0	5	3	-6	2	0.1%	-5	7	-0.1
Cc1nn(-c2ccccc2)c(NC(=O)c2ccccc2)c1Br
  8	-15	-7	-5	4	0.7%	9	-1	-2.2
CC(=O)N1c2ccc(S(=O)(=O)N3CCCCC3)cc2CC1C(=O)Nc1cccc(C)c1 (stereo not drawn)
  2	-14	4	-9	0	-1.7%	11	-7	0.9
Cc1cccc(NC(=O)CSc2ccc(-c3cccs3)nn2)c1C
  0	-19	27	5	0	5.5%	10	1	-0.6
O=c1c(O)c(-c2ccc(O)cc2O)oc2cc(O)cc(O)c12
  -3	/	-3	3	9	1.6%	-5	-5	13
O=C(COC(=O)c1ccc(Br)o1)NCCNC(=O)COC(=O)c1ccc(Br)o1
  -5	-2	8	-2	-2	0.8%	9	-2	-0.4
Cc1cccc(NC(=O)CN2C(=O)N/C(=C/c3cc(C)n(C(C)C)c3C)C2=O)c1
  -9	-19	-8	12	3	-0.1%	0	-1	0.6
O=C(NC1CCCCC1)C(c1ccc(O)cc1)N(C(=O)c1cnccn1)c1cccc(F)c1 (stereo not drawn)
  -4	-11	-21	-2	0	-0.7%	-2	-6	0.7
COc1cccc(C(Nc2ccccn2)c2c(NC(=O)c3ccco3)sc(C)c2C)c1 (stereo not drawn)
  -3	5	-2	3	3	1.8%	-15	-5	-0.3
COCCN(Cc1nc(C2(c3ccc(C)cc3)CCCC2)no1)C(C)C
  11	-40	2	28	1	-0.7%	6	-4	0.6
Cc1ccnc(NC(=O)c2ccc(COc3ccc(Cl)cc3)o2)c1
  2	2	6	-4	4	-0.9%	-9	0	-2.3
COC(=O)CNC(=O)Cn1ccc2ccccc2c1=O
  -4	-6	-1	-1	3	-0.7%	3	-6	0.1
CN1CCN(NC(=O)CN(C)S(=O)(=O)c2cc(Cl)ccc2Cl)CC1
  13	-12	15	10	-1	3.0%	-3	-1	-0.3
COC(=O)c1ccccc1S(=O)(=O)N1CCC(C(=O)OCC(=O)NCC(F)(F)F)CC1
  8	4	-8	-1	0	1.1%	2	-2	0.0
Cc1cc(C(=O)CN2C(=O)NC3(CCCc4ccccc43)C2=O)c(C)n1Cc1ccccc1 (stereo not drawn)
  2	-11	6	4	3	-0.5%	3	0	0.8
NC(=O)c1ccccc1N=Cc1ccc2ccccc2c1
  -1	6	-7	0	3	-0.2%	-10	-4	-0.4
Cc1nnc(NCCO)c2ccccc12
  -2	-12	-25	1	4	3.9%	2	1	0.5
CCN(c1ccccc1)S(=O)(=O)c1ccc(OC)c(NC(=O)Cc2ccccc2OC)c1
  8	5	-17	-10	5	-2.5%	2	0	0.8
Cc1cccc(C(=O)NCC(c2cccs2)S(=O)(=O)c2cccs2)c1 (stereo not drawn)
  13	/	/	-3	2	0.9%	/	4	/
COc1cc2[nH]c(=O)n(CCC(=O)N3CCN(c4cc(Cl)ccc4C)CC3)c(=O)c2cc1OC
  6	-9	22	3	0	2.8%	-5	-5	0.4
O=C(Nc1nc2ccccc2[nH]1)C1CCCC1
  1	0	3	-10	-2	-0.6%	11	1	-0.2
CCOc1ccc(Br)cc1S(=O)(=O)NCc1ccncc1
  4	5	-14	18	3	-1.1%	0	1	-0.1
CCCCCCC(=O)OCC(=O)c1ccc2c(c1)NC(=O)CO2
  6	-15	10	-7	10	-0.3%	-19	-6	1.2
Cc1cc(/C=C\c2ccccc2)nc2ccccc12
  8	5	-5	-3	2	-3.2%	2	3	0.1
CCCC(=O)Nc1c(-c2ccccc2)c(=O)c(C)nn1-c1ccc(C)cc1
  3	-1	-1	2	2	0.0%	-1	2	-0.3
Cc1cccc(C)c1OCC(O)CN1CCN(c2ccccn2)CC1 (stereo not drawn)
  -19	-15	78*	-5	4	0.5%	-19	-11	77*
O=C(O)c1cc(O)ccc1-c1ccc(O)cc1
  13	-8	-6	3	1	0.2%	1	3	-0.1

# Given bar-delimited: entries from further up.
SMILES | D2 PAM | RXFP1 antag | D2 antagonist | TRHR PAM | D1 agonist | RXFP1 agonist | D1 antag | D1 potentiator | D2 ag
Cc1cc(C(=O)CN2C(=O)NC3(CCCc4ccccc43)C2=O)c(C)n1Cc1ccccc1 (stereo not drawn) | 2 | -11 | 6 | 4 | 3 | -0.5% | 3 | 0 | 0.8
NC(=O)c1ccccc1N=Cc1ccc2ccccc2c1 | -1 | 6 | -7 | 0 | 3 | -0.2% | -10 | -4 | -0.4
Cc1nnc(NCCO)c2ccccc12 | -2 | -12 | -25 | 1 | 4 | 3.9% | 2 | 1 | 0.5
CCN(c1ccccc1)S(=O)(=O)c1ccc(OC)c(NC(=O)Cc2ccccc2OC)c1 | 8 | 5 | -17 | -10 | 5 | -2.5% | 2 | 0 | 0.8
Cc1cccc(C(=O)NCC(c2cccs2)S(=O)(=O)c2cccs2)c1 (stereo not drawn) | 13 | / | / | -3 | 2 | 0.9% | / | 4 | /

# (continued)
# Order of results – D2 PAM	RXFP1 antag	D2 antagonist	TRHR PAM	D1 agonist	RXFP1 agonist	D1 antag	D1 potentiator	D2 ag
Cc1nc2sccn2c(=O)c1S(=O)(=O)N1CCN(c2ccccc2)CC1
  -2	-1	5	2	1	7.4%	2	2	0.0
O=C(O)c1cccc(NC(=S)NC(=O)c2ccc(-c3ccccc3)cc2)c1
  5	-32	14	4	3	0.5%	0	14	-1.8
Cc1ccc(C#CC[N+](C)(C)CC#Cc2ccccc2)cc1
  -6	-9	21	9	6	0.0%	-8	-4	0.0
O=C(CSc1nc2ccccc2c(=O)n1-c1ccc(F)cc1)Nc1ccc(C(=O)O)cc1
  4	-25	6	10	3	2.1%	2	0	-0.7
